TLR9-MyD88 block: TLR9-MyD88 interaction inhibition; 340,000 tested, 0.21% active; AID 504734; CHO BLA complementation TLR9-MyD88, CCF4 FRET ratio; inhibition, % at 4.98 µM; Q9NR96+Q99836;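 active = inhibition above the mean over all tested compounds plus 3 SD, cut at about 21% in these data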;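 note: 0% = DMSO only wells and 100% = clavulanate BLA inhibitor control wells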
NCOA2 inhibitor: human SRC2 (NCOA2) inhibition; HEK293 GAL4-SRC2 luciferase reporter, luminescence; inhibition, % at 9 µM; 370,000 tested, 0.17% active; AID 651957; Q15596;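 active = inhibition above the mean inhibition of all tested compounds plus 3 SD, set per campaign, cut at about 52% in these data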;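 note: 0% = DMSO treated cells and 100% = cells given Gossypol at 36 µM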
LMP1 NFkB inh: Epstein-Barr LMP1 NF-kappaB reporter inhibition | LMP1-induced NF-kappaB luciferase reporter cells, luminescence | 350,000 tested, 0.69% active | inhibition, % at 12.5 µM; in the data active = inhibition above about 41%;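 note: 0% = neutral control wells and 100% = reference inhibitor control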
TROY signal inh: blocks TROY-dependent signaling in reporter cells | inhibition, % at 10 µM | AID 1347056 | Q293 LMP1-TROYcd NF-kB luciferase reporter, 4 h | 360,000 tested, 0.98% active;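 active = compounds whose plate-normalised and pattern-corrected inhibition of the luciferase reporter signal at the single screening dose is 50% or more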
TRAIL sens C8: sensitizes caspase-8 expressing cells to TRAIL | NB7+C8 cells + TRAIL, ATPlite viability luminescence | inhibition (viability loss, TRAIL sensitization), % at 10 µM | 360,000 tested, 1% active | AID 624354;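 active = compounds causing at least 50% loss of cell viability in the single-dose screen, relative to plate controls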
Vif inh: blocks HIV Vif function; AID 602346; 340,000 tested, 0.35% active; HEK293T cells, Vif self-association by quenched fluorescence, imaging, 24 h; inhibition, % at 7.49 µM; in the data active = inhibition above about 50%, passing the limit was not always enough; note: some results filed as inactive read as strong as hits
NOD2 RIPK2 PPI: inhibitors of human NOD2-RIPK2 interaction; CHO BLA complementation NOD2-RIPK2, CCF4 ratio; inhibition, % at 4.98 µM; 360,000 tested, 0.38% active; AID 624267; in the data active = inhibition above about 21%;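 note: 0% = vehicle only and 100% = reference blocker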
LRH-1 inv ag: inverse agonists of human LRH-1 (NR5A2) | O00482 | 360,000 tested, 0.13% active | HEK293T StAR-luciferase reporter, LRH-1 transfected, 24 h | inhibition, % at 3.6 µM;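 active = inhibition above the mean inhibition of all tested compounds plus 3 SD, cut at about 73% in these data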;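 note: 0% = DMSO wells and 100% = reporter-only cells lacking LRH-1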
NCOA1 inh: inhibitors of human steroid receptor coactivator 1 (SRC1); Q15788; HEK293 GAL4-SRC1 luciferase reporter, luminescence; inhibition, % at 3.6 µM; 360,000 tested, 0.12% active;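 active = inhibition above the campaign mean plus 3 SD, with each screening campaign given its own cutoff, cut at about 60% in these data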;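 note: 0% = DMSO treated cells and 100% = gossypol at 36 µM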
NR2F2 inh: inhibitors of human COUP-TFII (NR2F2); P24468; HEK293T NGFI-A luciferase reporter, luminescence; inhibition, % at 8.6 µM; 370,000 tested, 0.7% active;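 active = inhibition above a per-plate cutoff, mean inhibition of test wells between control levels plus 3 SD, cut at about 38% in these data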;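 note: cells cotransfected with COUP-TFII expression vector driving the NGFI-A reporter; 0% = median of COUP-TF2 test wells and 100% = reporter-only cells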
NCOA3 inh: inhibitors of human steroid receptor coactivator 3 (SRC3); Q9Y6Q9; HEK293 GAL4-SRC3 luciferase reporter, luminescence; inhibition, % at 3.6 µM; 360,000 tested, 0.17% active;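 active = inhibition above a per-campaign cutoff, the mean of all compounds plus 3 SD, cut at about 60% in these data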;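 note: 0% = DMSO-treated cells and 100% = gossypol-treated cells at 36 µM; higher means less SRC3-driven luciferase light from the GAL4 reporter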
* = called active by the depositor. The list is partial, so the mix of outcomes need not match the whole.

CCN(CC)S(=O)(=O)c1cccc(C(=O)NC(Cc2c[nH]c3ccccc23)c2nnc3n2CCCCC3)c1 (stereo unspecified) was read as TLR9-MyD88 block 9, NCOA2 inhibitor 1, LMP1 NFkB inh 0, TROY signal inh -8, TRAIL sens C8 -8, Vif inh 17, NOD2 RIPK2 PPI -2, LRH-1 inv ag -3, NCOA1 inh -24, NR2F2 inh 5 and NCOA3 inh -6.
Screening COc1ccccc1C(=O)NC(=O)COC(=O)Cc1n[nH]c(=O)c2ccccc12 returned TLR9-MyD88 block 10, NCOA2 inhibitor -3, LMP1 NFkB inh 0, TROY signal inh -2, TRAIL sens C8 2, Vif inh 25, NOD2 RIPK2 PPI -12, LRH-1 inv ag -2, NCOA1 inh 7, NR2F2 inh -14 and NCOA3 inh -15.
Screening CC(=O)NC12CC3CC(C1)CC(C(=O)Nc1nc4ccc(F)cc4s1)(C3)C2 returned TLR9-MyD88 block 4, NCOA2 inhibitor -4, LMP1 NFkB inh -2, TROY signal inh 3, TRAIL sens C8 9, Vif inh -22, NOD2 RIPK2 PPI 9, LRH-1 inv ag -24, NCOA1 inh -42, NR2F2 inh -10 and NCOA3 inh -52.
CCn1c(CNc2ccc(C(=O)O)cc2)nc2ccccc21 was read as TLR9-MyD88 block 11, NCOA2 inhibitor -1, LMP1 NFkB inh -25, TROY signal inh -15, TRAIL sens C8 -15, Vif inh 4, NOD2 RIPK2 PPI -2, LRH-1 inv ag 8, NCOA1 inh -25, NR2F2 inh 1 and NCOA3 inh 9.
For O=C(COC(=O)C1CCN(S(=O)(=O)c2cccs2)CC1)Nc1ccc(F)cc1F the results were TLR9-MyD88 block 9, NCOA2 inhibitor 8, LMP1 NFkB inh -9, TROY signal inh 14, TRAIL sens C8 0, NOD2 RIPK2 PPI 2, LRH-1 inv ag -9, NCOA1 inh 11, NR2F2 inh -3 and NCOA3 inh 4.
O=C(Nc1ccc(-c2nc3ccccc3o2)cc1)c1ccc2c(c1)OCO2 was read as TLR9-MyD88 block 6, NCOA2 inhibitor -17, LMP1 NFkB inh -28, TROY signal inh -31, TRAIL sens C8 4, Vif inh -4, NOD2 RIPK2 PPI 11, LRH-1 inv ag -2, NCOA1 inh 0, NR2F2 inh 9 and NCOA3 inh -41.
`O=C(NC1CCS(=O)(=O)C1)c1ccc(N2CCCCC2)c([N+](=O)[O-])c1` (stereo unspecified) gave TLR9-MyD88 block 5, NCOA2 inhibitor -8, LMP1 NFkB inh -3, TROY signal inh 3, TRAIL sens C8 12, Vif inh -10, NOD2 RIPK2 PPI 0, LRH-1 inv ag 11, NCOA1 inh 6, NR2F2 inh -20 and NCOA3 inh 1.
For O=C(CSc1ncn[nH]1)NCCc1ccccc1 the results were TLR9-MyD88 block 3, NCOA2 inhibitor 5, LMP1 NFkB inh -5, TROY signal inh 3, TRAIL sens C8 -7, Vif inh -6, NOD2 RIPK2 PPI -3, LRH-1 inv ag 24, NCOA1 inh -5, NR2F2 inh 3 and NCOA3 inh 2.
Screening CCc1ccc(NC(=O)Cn2nnc(C(=O)NCCc3ccc(OC)c(OC)c3)c2N)cc1 returned TLR9-MyD88 block 3, NCOA2 inhibitor -21, LMP1 NFkB inh 1, TROY signal inh 17, TRAIL sens C8 -9, Vif inh 0, NOD2 RIPK2 PPI 2, LRH-1 inv ag 30, NCOA1 inh 13, NR2F2 inh -10 and NCOA3 inh 21.
CCCc1cc(=O)n2[nH]c(NCc3ccccc3Cl)nc2n1 was read as TLR9-MyD88 block 1, NCOA2 inhibitor 24, LMP1 NFkB inh -10, TROY signal inh -24, TRAIL sens C8 9, Vif inh 0, NOD2 RIPK2 PPI 5, LRH-1 inv ag 14, NCOA1 inh 4, NR2F2 inh 3 and NCOA3 inh -9.
For CCN(CC)CCn1c2ccccc2c2nc3ccc([N+](=O)[O-])cc3cc21 the results were NCOA2 inhibitor -30, LMP1 NFkB inh -29, TROY signal inh -27, TRAIL sens C8 20, Vif inh -1, NOD2 RIPK2 PPI -13, LRH-1 inv ag -27, NCOA1 inh -66, NR2F2 inh -27 and NCOA3 inh -35.
O=C(NCc1cccc(OC(F)(F)F)c1)C1CCC(=O)N(Cc2cccc(F)c2)C1 (stereo unspecified) was read as TLR9-MyD88 block 1, NCOA2 inhibitor -25, LMP1 NFkB inh -8, TROY signal inh 10, TRAIL sens C8 8, Vif inh 11, NOD2 RIPK2 PPI 4, LRH-1 inv ag 0, NCOA1 inh 9, NR2F2 inh 20 and NCOA3 inh 6.

Reprinted from the part before: four compounds; new compounds follow.
Screening CCc1ccc(NC(=O)Cn2nnc(C(=O)NCCc3ccc(OC)c(OC)c3)c2N)cc1 returned TLR9-MyD88 block 3, NCOA2 inhibitor -21, LMP1 NFkB inh 1, TROY signal inh 17, TRAIL sens C8 -9, Vif inh 0, NOD2 RIPK2 PPI 2, LRH-1 inv ag 30, NCOA1 inh 13, NR2F2 inh -10 and NCOA3 inh 21.
CCCc1cc(=O)n2[nH]c(NCc3ccccc3Cl)nc2n1 was read as TLR9-MyD88 block 1, NCOA2 inhibitor 24, LMP1 NFkB inh -10, TROY signal inh -24, TRAIL sens C8 9, Vif inh 0, NOD2 RIPK2 PPI 5, LRH-1 inv ag 14, NCOA1 inh 4, NR2F2 inh 3 and NCOA3 inh -9.
For CCN(CC)CCn1c2ccccc2c2nc3ccc([N+](=O)[O-])cc3cc21 the results were NCOA2 inhibitor -30, LMP1 NFkB inh -29, TROY signal inh -27, TRAIL sens C8 20, Vif inh -1, NOD2 RIPK2 PPI -13, LRH-1 inv ag -27, NCOA1 inh -66, NR2F2 inh -27 and NCOA3 inh -35.
O=C(NCc1cccc(OC(F)(F)F)c1)C1CCC(=O)N(Cc2cccc(F)c2)C1 (stereo unspecified) was read as TLR9-MyD88 block 1, NCOA2 inhibitor -25, LMP1 NFkB inh -8, TROY signal inh 10, TRAIL sens C8 8, Vif inh 11, NOD2 RIPK2 PPI 4, LRH-1 inv ag 0, NCOA1 inh 9, NR2F2 inh 20 and NCOA3 inh 6.
For Cc1cc(C)n2nc(CNS(=O)(=O)c3cccc([N+](=O)[O-])c3)nc2n1 the results were TLR9-MyD88 block 0, NCOA2 inhibitor 6, LMP1 NFkB inh 0, TROY signal inh -9, TRAIL sens C8 0, Vif inh -4, NOD2 RIPK2 PPI 6, LRH-1 inv ag 2, NCOA1 inh 6, NR2F2 inh 5 and NCOA3 inh -2.
Screening O=C(NCCNC(=O)c1ccccc1O)c1ccccc1O returned TLR9-MyD88 block -19, NCOA2 inhibitor 1, LMP1 NFkB inh 3, TROY signal inh -3, TRAIL sens C8 -11, Vif inh 3, NOD2 RIPK2 PPI 0, LRH-1 inv ag -11, NCOA1 inh 7, NR2F2 inh 17 and NCOA3 inh -2.
Cc1ccc(N2C(=O)CC(Cc3cccc(C)c3)C2=O)cc1 (stereo unspecified) was read as TLR9-MyD88 block -12, NCOA2 inhibitor 10, LMP1 NFkB inh -4, TROY signal inh -5, TRAIL sens C8 -3, Vif inh -11, NOD2 RIPK2 PPI -4, LRH-1 inv ag 2, NCOA1 inh -1, NR2F2 inh 12 and NCOA3 inh 3.
Screening Cc1csc(NC(=O)c2c(-c3ccccc3)noc2C)n1 returned TLR9-MyD88 block 1, NCOA2 inhibitor 7, LMP1 NFkB inh 1, TROY signal inh -32, TRAIL sens C8 -15, Vif inh -6, NOD2 RIPK2 PPI -6, LRH-1 inv ag 21, NCOA1 inh -13, NR2F2 inh -5 and NCOA3 inh 6.
For CC(=O)N1c2ccccc2NC2=C(C(=O)CC(C)(C)C2)C1c1cccn1C (stereo unspecified) the results were TLR9-MyD88 block -20, NCOA2 inhibitor 8, LMP1 NFkB inh 4, TROY signal inh -2, TRAIL sens C8 0, Vif inh 7, NOD2 RIPK2 PPI -10, LRH-1 inv ag 3, NCOA1 inh -7, NR2F2 inh -9 and NCOA3 inh -3.
C=CCn1c(=N)n(CC(=O)c2ccc(OC)cc2)c2ccccc21 was read as TLR9-MyD88 block 0, NCOA2 inhibitor 5, LMP1 NFkB inh 8, TROY signal inh -16, TRAIL sens C8 3, Vif inh -3, NOD2 RIPK2 PPI -12, LRH-1 inv ag -12, NCOA1 inh 7, NR2F2 inh -14 and NCOA3 inh 21.
For Cc1cccc2cc(C#N)c(NCc3ccccc3)nc12 the results were TLR9-MyD88 block -5, NCOA2 inhibitor 10, LMP1 NFkB inh -10, TROY signal inh 25, TRAIL sens C8 1, Vif inh -12, NOD2 RIPK2 PPI 4, LRH-1 inv ag 1, NCOA1 inh -12, NR2F2 inh 0 and NCOA3 inh 11.
Clc1ccccc1/C=C/c1nc(-c2ccccn2)no1 was read as TLR9-MyD88 block 3, NCOA2 inhibitor 38, LMP1 NFkB inh 73*, TROY signal inh 77*, TRAIL sens C8 69*, Vif inh 2, NOD2 RIPK2 PPI 5, LRH-1 inv ag -50, NCOA1 inh -1, NR2F2 inh 31 and NCOA3 inh 21.
COc1cc(NC(=O)COC(=O)C=C(C)C)c(C)cc1[N+](=O)[O-] was read as TLR9-MyD88 block -2, NCOA2 inhibitor 9, LMP1 NFkB inh -1, TROY signal inh -4, TRAIL sens C8 3, Vif inh -4, NOD2 RIPK2 PPI 2, LRH-1 inv ag 9, NCOA1 inh -15, NR2F2 inh -4 and NCOA3 inh 14.
Screening COc1ccc(NC(=O)c2cn3c(nc4ccccc43)c(C#N)c2C)cc1 returned TLR9-MyD88 block -9, NCOA2 inhibitor -4, LMP1 NFkB inh 6, TROY signal inh 19, TRAIL sens C8 14, Vif inh 3, NOD2 RIPK2 PPI -24, LRH-1 inv ag 0, NCOA1 inh 1, NR2F2 inh 1 and NCOA3 inh 14.
CCc1[nH]nc2c1C(c1ccc(Br)s1)C(C#N)=C(N)O2 (stereo unspecified) was read as TLR9-MyD88 block 4, NCOA2 inhibitor 4, LMP1 NFkB inh 8, TROY signal inh -16, TRAIL sens C8 11, Vif inh 6, NOD2 RIPK2 PPI -7, LRH-1 inv ag 1, NCOA1 inh 8, NR2F2 inh -3 and NCOA3 inh 12.
`O=C(COC(=O)c1ccc(=O)n(Cc2ccccc2)n1)Nc1ccc2c(c1)OCCO2` gave TLR9-MyD88 block 3, NCOA2 inhibitor -2, LMP1 NFkB inh -2, TROY signal inh 4, TRAIL sens C8 4, Vif inh -1, NOD2 RIPK2 PPI 11, LRH-1 inv ag 42, NCOA1 inh -6, NR2F2 inh -4 and NCOA3 inh -5.
Screening COc1cc(CN2CCCN(C)CC2)c([N+](=O)[O-])cc1OC returned TLR9-MyD88 block 0, NCOA2 inhibitor 5, LMP1 NFkB inh 0, TROY signal inh 6, TRAIL sens C8 -7, Vif inh -2, NOD2 RIPK2 PPI 4, LRH-1 inv ag 7, NCOA1 inh 5, NR2F2 inh 2 and NCOA3 inh -8.
Screening Cc1ccc(C(=O)CC2(O)C(=O)N(C)c3ccccc32)s1 (stereo unspecified) returned TLR9-MyD88 block 0, NCOA2 inhibitor 1, LMP1 NFkB inh 1, TROY signal inh -4, TRAIL sens C8 1, Vif inh 4, NOD2 RIPK2 PPI 3, LRH-1 inv ag -1, NCOA1 inh -9, NR2F2 inh 5 and NCOA3 inh 9.
